# PrPC surface inh: inhibitors of human cell surface prion protein PrPC; inhibition, % at 13.8 µM; TR-FRET read-out; 370,000 tested, 0.43% active; in the data active = inhibition above about 24%; note: 0% = median of the test wells and 100% = reference compound wells
# FadD28 binding: inhibitors of Mycobacterium tuberculosis FadD28 bisubstrate binding | FadD28 bisubstrate probe binding, fluorescence polarization | AID 588549 | 360,000 tested, 0.22% active | inhibition, % at 12.5 µM; in the data active = inhibition above about 8.5%, passing the limit was not always enough; inconclusive = no clear call, values can overlap the other calls
# BoNT A protease: BoNT A light chain protease inhibition | multiplex microsphere protease substrate cleavage, flow cytometry | inhibition, % at 10 µM | 360,000 tested, 0.17% active | AID 588499; in the data active = inhibition above about 30%; inconclusive = no clear call, values can overlap the other calls; note: plate controls were buffer without enzyme for full effect and enzyme alone for no effect
# FBA Mtb inh: inhibits M. tuberculosis FBA enzyme; P9WQA3; purified M. tuberculosis FBA, fluorescence read-out; inhibition, % at 1 µM; 360,000 tested, 2.3% active; in the data active = inhibition above about 27%;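 note: 0% = vehicle and 100% = reference inhibitor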
# Target sequence (P9WQA3 whole entry, looked up): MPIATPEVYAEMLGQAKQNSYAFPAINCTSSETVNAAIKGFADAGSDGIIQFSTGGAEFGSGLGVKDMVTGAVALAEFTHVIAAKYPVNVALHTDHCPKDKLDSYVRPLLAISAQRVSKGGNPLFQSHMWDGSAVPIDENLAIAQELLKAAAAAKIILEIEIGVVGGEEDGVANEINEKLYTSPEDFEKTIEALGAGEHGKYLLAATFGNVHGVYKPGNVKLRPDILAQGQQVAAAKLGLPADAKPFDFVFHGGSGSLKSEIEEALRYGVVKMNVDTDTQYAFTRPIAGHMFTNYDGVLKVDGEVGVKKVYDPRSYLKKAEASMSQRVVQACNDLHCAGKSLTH
# UGM FP inh: blocks M. tuberculosis UGM enzyme | inhibition, % at 10 µM | AID 504406 | P9WIQ1 | purified UGM, fluorescence polarization probe displacement | 320,000 tested, 0.06% active; in the data active = inhibition above about 10%, passing the limit was not always enough; inconclusive = no clear call, values can overlap the other calls
# Target sequence (P9WIQ1 whole entry, looked up): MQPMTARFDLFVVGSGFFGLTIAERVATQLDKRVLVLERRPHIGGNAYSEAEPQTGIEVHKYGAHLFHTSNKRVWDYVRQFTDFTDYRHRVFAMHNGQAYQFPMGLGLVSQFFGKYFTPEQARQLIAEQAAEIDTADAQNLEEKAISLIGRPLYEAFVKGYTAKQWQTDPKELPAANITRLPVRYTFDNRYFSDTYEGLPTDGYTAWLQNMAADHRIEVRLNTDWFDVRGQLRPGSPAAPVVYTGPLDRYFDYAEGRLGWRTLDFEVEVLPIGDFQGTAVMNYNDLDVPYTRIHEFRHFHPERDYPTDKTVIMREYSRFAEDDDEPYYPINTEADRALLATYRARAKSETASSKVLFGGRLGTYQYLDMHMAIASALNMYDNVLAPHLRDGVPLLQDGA
# GDH-TPI counter: GDH-TPI coupled enzyme inhibition counter-screen | inhibition, % at 4.8 µM | GDH-TPI coupled enzyme counterscreen, NADH absorbance | AID 588335 | 360,000 tested, 1.2% active;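 note: 0% = DMSO wells and 100% = wells lacking the enzyme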
# Mtb BioA inh: BioA (M. tuberculosis) enzyme inhibition | AID 602481 | purified M. tuberculosis BioA enzyme, plate reader | inhibition, % at 9.99 µM | 360,000 tested, 0.096% active; in the data active = inhibition above about 40%; inconclusive = no clear call, values can overlap the other calls
# BoNT-F LC inh: BoNT F light chain protease inhibition; inhibition, % at 10 µM; 360,000 tested, 0.22% active; AID 588497; Multiplex microsphere protease cleavage assay, flow cytometry; in the data active = inhibition above about 35%, passing the limit was not always enough; inconclusive = no clear call, values can overlap the other calls; note: plate controls were buffer without enzyme for full effect and enzyme alone for no effect
# CCHFV vOTU inh: CCHFV vOTU protease inhibition; Pep-AMC fluorescence; inhibition, % at 11.5 µM; 370,000 tested, 0.55% active; note: 0% = vehicle wells with enzyme and 100% = no enzyme wells
# * = called active by the depositor; ? = inconclusive; . = not tested or not shown; & = joins results of further samples. Cut-off read from the data, not from the text of the source, unless noted: active = inhibition above about 30%; inactive = the rest.
SMILES,PrPC surface inh,FadD28 binding,BoNT A protease,FBA Mtb inh,UGM FP inh,GDH-TPI counter,Mtb BioA inh,BoNT-F LC inh,CCHFV vOTU inh
Cc1cc2ccccc2c(=O)n1CC(=O)NCC(=O)N1CCN(c2ccccc2)CC1,-2,0.3,-2.7,3,-0.1,2,9.5,-5,0
CCOC(=O)c1ccccc1-c1csc(N)n1,3,-1.4,-2.5,5,1.2,5,.,-8,-7
C=CC[C@@H](Cc1ccc(F)cc1)C(=O)OC[C@H]1CCCN1C(=O)[C@@H](CC=C)CC(=O)N[C@H](CO)Cc1ccccc1,-2,-3.9,0.9,4,-2.1,10,-2.4,8,8
COCCNc1nc2nonc2nc1N1CCC(N(C)C)C1 (configuration not stated),-9,-0.3,-0.1,-6,-2.6,16,-0.4,-2,-1
O=S1(=O)CC(N2CCC(Cc3ccccc3)CC2)CN1Cc1ccc(F)cc1 (configuration not stated),0,-2.3,-0.4,1,.,.,-0.5,6,9
Cc1cc(-c2nnc(SCC(=O)Nc3ccc(F)cc3F)n2N)n[nH]1,-5,1.5,-2.5,0,-0.6,12,-1.2,-4,-9
CN(c1ccccc1C(=O)N1CCCC1)S(C)(=O)=O,0,1.2,-1.2,7,-0.3,10,-3.6,?,-1
Nc1nc(-c2ccccn2)nc(N)c1Cc1ccc(Cl)cc1Cl,12,-6.3,-2.6,5,4.0,5,.,-1,-3
COc1cccc(C(=O)NNC(=O)Cc2cccs2)c1,3,-2.6,0.3,1,-1.6,9,.,-1,3
Cc1ccc(CN(C)C(=O)C2CCC(=O)N(CCc3ccccc3)C2)o1 (configuration not stated),1,-0.6,-2.5,0,.,6,0.1,-8,7
O=C(NCc1ccccc1)c1ccccc1Br,-8,0.6,-0.1,-2,-1.3,0,3.0,-8,-2
COc1ccc(CCNC(=O)CSc2nnnn2-c2ccccc2)cc1,1,1.7,-0.6,1,2.2,4,-1.2,4,5
Cc1c(NC(=S)NC(=O)c2ccccc2Br)c(=O)n(-c2ccccc2)n1C,-9,-2.6,-0.1,3,2.5,0,0.4,11,-8
Clc1ccc(COn2c(-c3ccc(Cl)cc3Cl)nc3ncccc32)cc1,3,-7.3,0.2,-1,-1.6,-4,14,4,-2
O=C1CN(C(=O)COc2ncnc3ccccc23)c2ccccc2N1,-4,-3.3,0.4,2,2.7,-4,.,3,11
Clc1ccc(N2CC2c2ccncc2)cc1 (configuration not stated),8,0.0,2.2,1,0.0,6,-1.9,-2,-11
c1ccc(-c2cc3c(N4CCCC4)ncnc3s2)cc1,0,-2.4,1.2,3,-3.4,16,.,-5,-14
COc1ccc(NC(=O)c2cccc(S(=O)(=O)Nc3ccc(Br)cc3)c2)cn1,12,-13,0.1,-3,3.3,-6,.,1,6
CCOC(=O)Cc1csc(NC(=O)c2cc(=O)c3ccccc3o2)n1,-10,-2.2,1.0,2,4.6,16,.,2,15
COc1ccc(S(=O)(=O)N2CCN(C(=O)C3CCCO3)CC2)cc1 (configuration not stated),5,-3.9,1.6,-1,2.7,-3,-0.9,5,0
CC(C)NCC(O)COC1CCC(C(C)(C)C)CC1 (configuration not stated),10,-0.4,-1.0,-4,-1.1,10,-2.0,-3,-4
CC(C)COc1ccc(C(=O)Nc2ccc(NC(=O)c3ccco3)cc2)cc1,.,0.3,-0.2,3,1.6,5,0.2,-5,.
CCN(CC(=O)Nc1ccc(C(=O)Nc2ccc(OC)cc2)cc1)Cc1nc2ccccc2c(=O)[nH]1,-1,0.6,-1.2,-2,-0.6,5,.,6,6
Cc1occc1-c1nnc(SCC(=O)N2CCc3ccccc32)o1,-2,0.2,1.2,-7,1.9,21,-5.2,4,10
Cn1c(=O)[nH]c(=O)c2c1nc(Br)n2CCSc1nc2ccccc2o1,-3,-3.3,?,0,-1.6,-2,0.3,2,-6
CCCOc1cccc(-c2cc(-c3n[nH]c(=S)n3CC)c3ccccc3n2)c1,7,-0.7,0.7,0,.,9,3.1,-2,8
O=C(NCc1cccnc1)C1CC(=O)N(C2CCCCC2)C1 (configuration not stated),5,0.7,-0.5,0,-2.7,12,-3.9,-6,7
CC(C)CNC(=O)CC(=O)N/N=C/c1cccs1,-10,-3.1,-0.7,0,5.4,-4,.,-6,5
C[C@H](NC(=O)[C@H]1N2C(=O)c3ccccc3C2SC1(C)C)C(=O)N1CCC[C@H]1C(=O)O (some centres not stated),-5,0.6,-0.8,1,5.4,10,-0.7,-5,-3
C=CCn1c(C)cc(-c2csc(NC(=O)CCc3nc4ccccc4c(=O)[nH]3)n2)c1C,1,-4.8,4.0,-1,-2.5,0,-1.5,-4,-1
C=CCn1c(CCCNC(=O)CCC)nc2ccccc21,0,1.1,0.2,-4,1.4,2,0.8,3,-11
O=C(c1ccc2ccccc2n1)N1CCN(Cc2c(F)cccc2Cl)CC1,-4,-0.7,-2.4,5,2.0,-4,1.2,-10,1
CCC(=O)N1CCN(c2ccccc2NC(=O)Cc2ccccc2)CC1,-2,-2.8,0.0,-3,1.1,4,-0.8,-1,-1
Cc1cc(/C=C2\SC(=S)N(C)C2=O)c(C)n1-c1cccc(O)c1,5,-3.5,3.4,-18,-0.8,-19,.,-1,5
Nc1cc(-c2ccco2)no1,-5,-2.3,-0.1,3,0.6,2,0.5,-2,1
OCc1ccccc1Cn1ccnc1,-6,-1.0,-0.4,1,.,5,-3.7,1,15
COC1=C/C(=C/c2c(N)n3nc(CC(=O)N4CCCC4)sc3nc2=O)C=CC1=O,10,-2.1,-1.7,-3,-7.0,26,-3.1,-6,22
CN1CCN(c2cc(=O)n(Cc3ccc(F)cc3)c(=O)[nH]2)CC1,3,-0.6,-1.1,6,-0.1,4,0.4,-11,-3
CCCCN(CC)C(=O)C1CCC(CNS(=O)(=O)c2cccc3nsnc23)CC1 (configuration not stated),-21,-2.1,0.8,1,1.2,4,-0.9,2,-2
COc1ccc(CC(=O)Nc2c3c(nn2C(C)(C)C)CS(=O)C3)cc1 (configuration not stated),1,1.5,-1.2,4,-3.3,13,2.3,-5,-3
COc1ccc(NC(=O)c2cc(-c3ccc(C)o3)nc3ccccc23)c(OC)c1,3,-1.2,.,4,-0.7,5,-0.8,.,0
CN1/C(=C/C(=O)c2ccc(Cl)cc2)Sc2cc3c(cc21)OCO3,-1,-3.9,2.9,-3,0.3,-2,.,-1,-5
O=C(Nc1nnc(-c2ccc(Cl)cc2)o1)C1CCCCC1,11,-2.1,-0.7,0,2.6,-5,0.8,-12,-3
COc1ccc(NC(=O)NN2CCN(C)CC2)cc1,-3,1.8,-1.5,-1,-0.2,2,-0.6,0,14
O=C(NCCC(F)(F)F)c1cccc2c(-c3ccc(F)c(F)c3)coc12,2,-3.9,-0.1,0,.,4,0.5,-3,18
Cn1cc(C(=O)Nc2ccc(Cl)c(Cl)c2)cn1,-3,-5.1,0.5,1,1.8,0,.,-8,8
Cc1ccc(S(=O)(=O)N2CCOCC2)cc1NC(=O)COC(=O)Cc1cccs1,1,-0.8,9.1,7,2.9,8,.,14,-6
Cc1ccc(NC(=O)CSc2nc3ccccc3nc2N2CCOCC2)c(C)c1,13,-4.4,1.9,-2,0.6,8,-1.9,0,-1
CCOC(=O)[C@]12CCC=C1N(CCC1=CCCCC1)C(=O)[C@H](CC(=O)N1CCSCC1)C2,2,.,0.2,.,.,.,.,5,5
CCOC(=O)c1c(C)c(C(=O)O)n(C)c1C,-5,-1.2,-0.5,4,-0.6,-8,2.3,-4,-10
Cc1ccc(CNC(=O)c2cc3ccccc3oc2=O)cc1,3,-0.5,-0.7,4,2.2,9,.,1,-8
COC(=O)C1C(c2ccc(N(C)C)cc2)C(C(=O)OC)S(=O)(=O)CS1(=O)=O (configuration not stated),-5,-3.7,-0.7,-2,-3.0,-7,.,-4,3
Cn1c(=O)c2c(nc(NCCc3ccccc3)n2CC(=O)NCCc2ccccc2)n(C)c1=O,-7,-1.4,-0.2,6,-2.4,-11,0.4,-6,-2
Cc1ccc(C)c(Cn2nc(-c3ccccc3)ccc2=O)c1,1,-3.2,-1.3,2,0.0,10,-1.2,2,19
COc1ccc(OCC(O)CN2CCCCCC2)cc1 (configuration not stated),-6,-0.8,0.1,4,0.4,-3,-1.9,1,-11
COc1ccc(S(=O)(=O)N2CCCC2CNC(=O)C(=O)NCc2cccs2)cc1 (configuration not stated),-1,-1.0,-1.9,1,-0.2,4,-0.2,-4,6
C=CCN(C#N)c1nc(OC)nc(N2CCCC2)n1,-1,-3.0,-0.3,-4,1.3,7,4.7,0,-17
COc1ccc(/C=N/N=C2/C(=O)Nc3ccccc32)cc1O,-7,-2.2,0.2,2,2.4,8,.,6,0
COc1ccccc1C(=O)NNC(=O)c1ccccc1F,-8,0.0,-0.5,-4,0.2,9,-1.6,-3,-7
Cc1nn(CC(=O)Nc2ccc(Cl)cc2)c(=O)c2cc(-c3ccccc3)nn12,5,-2.3,0.5,-2,-0.7,6,-0.9,7,0

# New compounds follow.
SMILES,PrPC surface inh,FadD28 binding,BoNT A protease,FBA Mtb inh,UGM FP inh,GDH-TPI counter,Mtb BioA inh,BoNT-F LC inh,CCHFV vOTU inh
COc1ccc(C(=O)N2c3cc4c(cc3C(C)=CC2(C)C)OCO4)cc1,12,-3.6,-0.3,-10,.,-3,0.6&11,-9,5
O=C(O)CCn1[nH]c(=O)c2ccccc2c1=O,9,-3.2,0.0,2,3.3,17,.,-5,2
Cc1nc(N2CCN(C)CC2)[nH]c(=O)c1Cc1cccc2ccccc12,-9,-2.1,1.3,1,1.2,7,.,0,-9
CC(=O)Nc1ccc(C(=O)COC(=O)c2c(C)noc2C)c(F)c1,-1,-2.3,-0.1,-3,-1.0,0,4.8,-7,-11
CC(=O)NCCc1nc2ccccc2n1CCOc1ccccc1,5,-0.1,-0.5,-2,-3.7,-5,-5.1,-9,-6

# Bioassay records: PubChem BioAssay, several laboratories
